Bioassay records deposited in PubChem by Sanford-Burnham Center for Chemical Genomics.
Apaf-1 inh: inhibitors of human Apaf-1 apoptosome, primary screen, biochemical, DEVD-Rh110 fluorescence, uHTS; reconstituted apoptosome caspase-3 activity; inhibition, % at 20 µM; AID 489030, 2010; 330,000 compounds, 0.71% hits; Apoptotic protease-activating factor 1 (Homo sapiens), O14727; active = inhibition of at least 40% at 20 µM;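 note: plate controls were DMSO wells for no effect and DEVD-CHO caspase inhibitor wells for full effect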
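Medium: Hepes buffer, pH 7.5 / System: biochemical Apaf-1 apoptosome reconstitution / Measured by: Rh110 fluorescence, excitation 480 nm, emission 540 nm / Times: compound with Apaf-1, dATP, procaspase-3 30 min, then 50 min reaction, room temperature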
SENP7 inh: SENP7 protease inhibitors, primary screen, biochemical, luminescence, uHTS; Sentrin-specific protease 7 (Homo sapiens), Q9BQF6; recombinant SENP7, Z-RLRGG-aminoluciferin luminescence, 40 min; 330,000 compounds, 1.5% hits; inhibition, % at 5 µM;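 active = inhibition above about 50% at the single test dose, limit read from the data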;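 note: plate controls were DMSO with enzyme for no effect and no enzyme buffer wells for full effect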
Target sequence (Q9BQF6 706-1050 limits assumed): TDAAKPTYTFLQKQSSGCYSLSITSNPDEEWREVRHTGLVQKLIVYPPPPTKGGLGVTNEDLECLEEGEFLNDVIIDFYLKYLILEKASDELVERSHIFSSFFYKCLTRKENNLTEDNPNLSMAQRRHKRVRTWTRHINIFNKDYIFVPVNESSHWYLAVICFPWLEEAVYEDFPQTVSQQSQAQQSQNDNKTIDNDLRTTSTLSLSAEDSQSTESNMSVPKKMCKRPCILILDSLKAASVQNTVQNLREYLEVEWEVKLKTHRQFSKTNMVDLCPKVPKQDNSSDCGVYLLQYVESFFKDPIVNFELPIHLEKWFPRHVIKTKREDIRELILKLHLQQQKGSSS
SENP8 block-1: human SENP8 protease inhibitors, primary screen, biochemical, fluorescence, Nedd8 protein substrate, uHTS | recombinant SENP8 | AID 602440, 2012 | inhibition, % at 20 µM | 360,000 compounds, 0.64% hits; in the data active = inhibition mostly above about 40%, no sharp cut-off; inactive = mostly below about 27%
Target sequence (Q96LD8 whole entry, looked up): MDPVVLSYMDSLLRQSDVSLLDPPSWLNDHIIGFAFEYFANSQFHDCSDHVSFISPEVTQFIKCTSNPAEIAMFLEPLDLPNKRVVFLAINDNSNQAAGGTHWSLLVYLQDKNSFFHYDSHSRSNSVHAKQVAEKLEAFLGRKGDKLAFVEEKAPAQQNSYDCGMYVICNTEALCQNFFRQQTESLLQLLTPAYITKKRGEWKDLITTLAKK
SENP8 block-2: SENP8 protease inhibitors, primary screen, biochemical, luminescence. Sentrin-specific protease 8 (Homo sapiens), Q96LD8. purified SENP8, Z-RLRGG-aminoluciferin cleavage. inhibition, % at 10 µM. 330,000 compounds, 1.2% hits. AID 2540, 2010; in the data active = inhibition above about 50%
APOBEC3G inh: APOBEC3G DNA deaminase inhibitors, primary screen, biochemical, fluorescence, single-stranded DNA substrate, uHTS | 330,000 compounds, 0.28% hits | DNA dC->dU-editing enzyme APOBEC-3G (Homo sapiens), Q9HC16 | inhibition, % at 20 µM | AID 493012, 2011 | recombinant A3G, ssDNA deamination FAM/TAMRA fluorescence;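 active = inhibition of at least 40% at 20 µM, with no more than 30% in the related APOBEC3A deaminase screen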;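 note: plate controls were DMSO wells with A3G for no effect and wells lacking A3G enzyme for full effect; some compounds called inactive have numbers as strong as hits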
Target sequence (Q9HC16 whole entry, looked up): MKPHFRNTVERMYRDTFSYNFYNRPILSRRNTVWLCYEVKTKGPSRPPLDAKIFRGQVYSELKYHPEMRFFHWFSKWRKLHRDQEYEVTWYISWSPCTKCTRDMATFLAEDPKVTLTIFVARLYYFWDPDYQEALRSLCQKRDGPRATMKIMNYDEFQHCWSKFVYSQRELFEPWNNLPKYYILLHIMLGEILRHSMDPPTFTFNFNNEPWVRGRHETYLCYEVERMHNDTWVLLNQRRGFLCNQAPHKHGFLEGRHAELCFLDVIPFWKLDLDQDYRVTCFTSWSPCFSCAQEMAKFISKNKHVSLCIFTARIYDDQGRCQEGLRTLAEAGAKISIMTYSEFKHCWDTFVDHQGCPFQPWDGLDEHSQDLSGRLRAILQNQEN
SENP6 block: SENP6 protease inhibitors, primary screen, biochemical, luminescence, uHTS; Sentrin-specific protease 6 (Homo sapiens), Q9GZR1; Recombinant SENP6 catalytic domain, aminoluciferin luminescence; AID 2599, 2010; 330,000 compounds, 1.8% hits; inhibition, % at 10 µM;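 active = inhibition above about 50% at the single tested dose, limit read from the data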;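 note: plate controls were DMSO wells with enzyme for no effect and DMSO wells lacking enzyme for full effect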
SENP1 inh: human SENP1 catalytic domain inhibitors, primary screen, biochemical, FRET, uHTS | inhibition, % at 10 µM | recombinant SENP1 catalytic domain, CyPet-SUMO1-YPet FRET cleavage | Sentrin-specific protease 1 (Homo sapiens), Q9P0U3 | AID 624204, 2012 | 360,000 compounds, 0.21% hits;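 active = inhibition at least 30% at 10 µM, raw YFP signal under a set limit, fluorescence ratio 0.5 to 1.5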;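 note: 0% = enzyme with DMSO and 100% = no enzyme wells; some results filed as inactive read as strong as hits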
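system = hSENP1 catalytic domain, recombinant | reagent = SFCypet-SUMO1-SFYpet substrate at 25 nM | doses = one dose per compound, 10 µM, 0.5% DMSO | incubation = enzyme reaction for 50 min at room temperature, dark | measured by = FRET, CFP and YFP emission | controls = no-enzyme low, enzyme-DMSO high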
UBC13 polyUb: UBC13 polyubiquitin chain formation inhibitors, primary screen, biochemical, TR-FRET, uHTS. Ubiquitin-conjugating enzyme E2 N (Homo sapiens), P61088. inhibition, % at 20 µM. 330,000 compounds, 0.47% hits. AID 485273, 2010; in the data active = inhibition above about 45%, passing the limit was not always enough
Starred values were filed as active, the others as inactive; i = inactive; · = not tested or not shown.

SMILES	Apaf-1 inh	SENP7 inh	SENP8 block-1	SENP8 block-2	APOBEC3G inh	SENP6 block	SENP1 inh	UBC13 polyUb
Cc1ccc(S(=O)(=O)N2CCCOC2CNC(=O)C(=O)NCc2ccccc2C)cc1 (stereo unspecified)	17	2	2	-5	3	-4	0	-8
COc1cc(CN2CCCC(C(=O)c3ccc(SC)cc3)C2)cc(Cl)c1O (stereo unspecified)	-5	-3	17	-13	-4	-28	0	9
O=[N+]([O-])c1cccnc1SCc1ccccc1	i	-8	14	-12	-10	4	1	5
O=C(COC(=O)CN1C(=O)c2ccccc2C1=O)Nc1ccc(S(=O)(=O)N2CCCC2)cc1	-6	1	20	5	-3	6	4	8
CCn1c(C)cc(/C=C2\NC(=O)N(Cc3ccccc3)C2=O)c1C	7	11	-88	5	2	-2	-21	2
CCNCc1cc2cc(C)ccc2[nH]c1=O	-7	2	-131	-3	-9	-4	-55	11
C/C(=N\NC(=O)c1cccc(S(=O)(=O)Nc2ccccc2Cl)c1)c1ccco1	-1	-4	8	11	-5	18	-1	7
CCc1ccc(OCC(=O)NNC(=O)CSc2ncnc3sc(C)c(C)c23)cc1	-16	-1	14	-1	-10	-15	-5	-3
COc1ccc(C(C)=O)cc1COC(=O)c1cc(C)oc1C	15	1	30	5	-1	-19	2	-1
CCOc1ccc(NC(=O)NC(=O)N(C)S(=O)(=O)c2ccc(C)cc2)cc1	4	2	13	-6	-4	-5	1	0
Cc1cc(=O)oc(C)c1C(=O)OCC(=O)c1ccccc1	-8	3	9	-3	-8	14	0	6
O=C1CCC2CCCCC2(O)O1 (stereo unspecified)	-2	0	7	5	0	-9	0	4
COc1ccc(N2CCN(C(=O)Cn3c(=O)c4cccn4c4cccnc43)CC2)cc1	5	8	-8	-8	-4	-7	-64	-7
CCn1c(SCC(=O)Nc2sccc2C(N)=O)nnc1C1CC1	-13	2	4	10	-1	8	-5	0
O=C(CCNc1cccc(Cl)c1)c1cccs1	-4	-13	9	-12	-3	2	-1	-16
O=C(NC(=S)NCC1CCCO1)c1ccc(Cl)cc1 (stereo unspecified)	4	-1	0	-11	-7	-6	0	5
O=C(NCCNc1cc(Cl)ccc1[N+](=O)[O-])c1ccco1	-14	4	14	6	-2	22	3	-33
Fc1cccc2sc(Nc3nc4c(F)cccc4s3)nc12	7	6	-425	-6	-8	-5	-43	-6
Cc1cc(C)cc(NC(=S)NCCCN2CCOCC2)c1	1	6	21	1	-6	5	2	9
CCOc1ccc(N2C(=O)C(c3ccccc3)=C(c3nc4ccccc4s3)C2NC(C)=O)cc1 (stereo unspecified)	8	1	-13	-4	-5	1	2	4

A stretch taken from the entries so far, for reference:
SMILES	Apaf-1 inh	SENP7 inh	SENP8 block-1	SENP8 block-2	APOBEC3G inh	SENP6 block	SENP1 inh	UBC13 polyUb
Cc1cc(C)cc(NC(=S)NCCCN2CCOCC2)c1	1	6	21	1	-6	5	2	9
CCOc1ccc(N2C(=O)C(c3ccccc3)=C(c3nc4ccccc4s3)C2NC(C)=O)cc1 (stereo unspecified)	8	1	-13	-4	-5	1	2	4

Further compounds
SMILES	Apaf-1 inh	SENP7 inh	SENP8 block-1	SENP8 block-2	APOBEC3G inh	SENP6 block	SENP1 inh	UBC13 polyUb
CCOC(=O)c1c(C)[nH]c(C(=O)OC(C)C(=O)NCc2ccccc2)c1C (stereo unspecified)	12	-13	12	-12	-12	-11	-2	-8
CN1CCC(N2CCN(c3cccc(C(F)(F)F)c3)CC2)CC1	-9	-4	14	-7	-9	-61	2	5
CC[C@@]1(C(=O)OC)N[C@H](CN(C)S(=O)(=O)c2ccc(C(C)(C)C)cc2)[C@@H]2C(=O)N(C)C(=O)[C@@H]21	1	2	5	8	-4	26	-2	4
COc1ccccc1NS(=O)(=O)c1ccc(C(=O)N2CCCCCCC2)cc1	1	-9	10	6	-6	-21	2	10
CCCCN(C)C(=O)c1nc2ccccn2c1CNCCCn1ncc2ccccc21	-23	0	3	3	-5	1	-1	0
COc1cccc(NC(=O)Cn2nnc(C(=O)NCc3ccc4c(c3)OCO4)c2N)c1	7	-2	11	7	-2	1	0	-9
CC(=O)OCC(=O)[C@@]12OC(C)(C)O[C@@H]1C[C@H]1[C@@H]3C[C@H](F)C4=CC(=O)C=C[C@]4(C)[C@@]3(F)[C@@H](O)C[C@@]12C	6	3	·	-4	-2	3	·	5
Cc1ccnc(N2CCN(C(=O)CSc3nc4ccccc4nc3N3CCC(C)CC3)CC2)c1	22	5	-120	-6	-8	-10	-5	10
Cc1cccc(C(=O)c2cn[nH]c2-c2ccc(C)cc2O)c1	1	9	8	-17	-5	-8	0	4
CN(C(=O)c1ccc(Br)o1)C1CCS(=O)(=O)C1 (stereo unspecified)	-2	7	1	3	-1	-16	2	-1
CC(C)(C)c1ccc(S(=O)(=O)Nc2ccccn2)cc1	-2	-8	-138	-6	-5	-20	2	5
COc1ccccc1NC(=O)Cn1c(=O)oc2ccccc21	-16	0	9	-10	-3	-9	5	-5
CSc1ccc(NC(N)=S)cc1	-11	-7	11	0	-7	-7	-2	-1
CC(=O)c1cccc(N(C(=O)Cn2nnc3ccccc32)C(C(=O)NCC2CCCO2)c2ccc(N3CCOCC3)cc2)c1 (stereo unspecified)	-3	0	7	4	-4	8	3	0
Cc1ccc(-n2ccc(=O)c(-c3ccnc(SCc4cccc(Cl)c4)n3)n2)cc1	31	11	-234	0	12	-17	0	10
COc1cccc(C(=O)Nc2ccc(Cl)c(C(F)(F)F)c2)c1	19	25	20	9	-2	-14	2	6
CC(C)(C)OC(=O)NCCC(=O)Oc1ccc2ccc(=O)oc2c1	-3	5	-416	-4	3	9	-48	10
COc1ccc(Cn2c(C)nc([N+](=O)[O-])c2SCC(=O)O)cc1[N+](=O)[O-]	-4	-8	11	-6	-5	-20	1	-10
COc1ccc(OCCCC(=O)OCC(=O)Nc2ncc(Cl)cc2Cl)cc1	8	15	1	0	0	-5	-5	9
COc1ccc(C)cc1NS(=O)(=O)c1ccc2c(c1)N(C)CCO2	24	13	1	-11	1	-8	3	-10
Cc1ccc(CSCC(=O)NCCCN2CCOCC2)cc1	4	-10	0	-13	-9	-19	0	-13
Cc1noc2ncnc(Oc3ccccc3Cl)c12	1	6	-2	-5	-4	-1	0	-2
CC(=O)c1c(C)nc(-c2ccc(Cl)cc2)nc1NC(=O)C(C)C	7	-12	6	-1	0	-12	-1	5
Cc1cc(=O)oc2cc(OCCSCCN3CCOCC3)ccc12	7	0	-240	-7	-3	4	1	3
Cn1c(NNC(=O)/C=C/c2ccc3c(c2)OCO3)cc(=O)n(C)c1=O	37	-1	-313	-2	-3	0	-127	-5
COc1cc(-c2cc(C(=O)Nc3cc(S(=O)(=O)N4CCOCC4)ccc3O)c3ccccc3n2)cc(OC)c1OC	-3	0	-225	4	36	-8	4	-2
Cc1ccc(-c2nc(CSCC(=O)N3CCN(C(=O)c4ccco4)CC3)c(C)o2)cc1	-3	-5	-10	4	-4	-10	-4	8
O=C(COC(=O)/C=C/c1ccccc1)NCc1ccccc1Cl	13	4	18	14	3	-33	3	-1
O=C(COC(=O)CCC(=O)c1ccc(Cl)cc1)NCCc1ccccc1	-1	-2	8	-2	-7	10	-2	-2
CC(=O)Nc1ccc(S(=O)(=O)N2CCSC2)cc1	-10	2	27	3	-7	-2	-1	1
Cc1ccnc(NC(=O)Nc2cccc(F)c2)n1	3	67*	9	44	-4	28	4	3
CCCCC[C@@H]1C=C(C(=O)O)[C@H](c2ccc(Cl)cc2)N1S(=O)(=O)c1ccc(C)cc1	6	4	2	13	2	8	-1	-28
O=c1cc(CO)oc2ccccc12	-2	-4	7	-8	-8	-13	2	-11
CN(Cc1ccccc1)C(=O)COc1ccccc1	-4	-4	17	-5	-3	0	2	0
CCCCOC(=O)C1C2C=C[C@]3(CN(CCCOC)C(=O)[C@H]13)O2 (stereo partly specified)	-2	-1	24	-3	-4	-10	0	-7
CC(C)(O)C#Cc1ccc(C(=O)NCCc2ccc(S(N)(=O)=O)cc2)cc1	-4	13	12	-1	-5	14	-1	4
O=C1Cc2cc(NS(=O)(=O)c3ccc(Cl)cc3)cc3c2N1CCC3	5	-8	6	14	-3	6	1	4
Cc1nc(C)n(CCNS(=O)(=O)c2ccc(C)c(C)c2)n1	-12	-1	10	6	-8	-6	3	0
COc1ccc(S(=O)(=O)N2CCCC(C(=O)N3CCOCC3)C2)cc1OC (stereo unspecified)	2	5	16	5	-7	-6	0	2
CCc1ccccc1NC(=O)C(Cc1cccc(OC)c1OC)c1nn[nH]n1 (stereo unspecified)	0	4	3	7	-2	13	1	-6
Cc1ccc(NC(=O)c2ccc(N3CCCC3=O)cc2)cc1S(=O)(=O)N1CCCCC1	-7	-2	-5	1	-5	-3	2	5

Of the compounds above, these contain an aryl thioether with sulfur outside any ring.
SMILES	Apaf-1 inh	SENP7 inh	SENP8 block-1	SENP8 block-2	APOBEC3G inh	SENP6 block	SENP1 inh	UBC13 polyUb
COc1cc(CN2CCCC(C(=O)c3ccc(SC)cc3)C2)cc(Cl)c1O (stereo unspecified)	-5	-3	17	-13	-4	-28	0	9
O=[N+]([O-])c1cccnc1SCc1ccccc1	i	-8	14	-12	-10	4	1	5
CCc1ccc(OCC(=O)NNC(=O)CSc2ncnc3sc(C)c(C)c23)cc1	-16	-1	14	-1	-10	-15	-5	-3
CCn1c(SCC(=O)Nc2sccc2C(N)=O)nnc1C1CC1	-13	2	4	10	-1	8	-5	0
Cc1ccnc(N2CCN(C(=O)CSc3nc4ccccc4nc3N3CCC(C)CC3)CC2)c1	22	5	-120	-6	-8	-10	-5	10
CSc1ccc(NC(N)=S)cc1	-11	-7	11	0	-7	-7	-2	-1
Cc1ccc(-n2ccc(=O)c(-c3ccnc(SCc4cccc(Cl)c4)n3)n2)cc1	31	11	-234	0	12	-17	0	10
COc1ccc(Cn2c(C)nc([N+](=O)[O-])c2SCC(=O)O)cc1[N+](=O)[O-]	-4	-8	11	-6	-5	-20	1	-10
